Compound activity (PubChem BioAssay)
phage Ecoli inh = E. coli growth loss with phage present; growth absorbance; inhibition, % at 11.9 µM; hit rate 0.26% among 360,000; AID 651602; in the data active means inhibition above about 11%
* hit, by the source's call. The list is partial; rates above refer to the full screens.

SMILES | phage Ecoli inh
COC(=O)[C@]12CCCCC=C1N(Cc1cccc3ccccc13)C(=O)[C@H](CC(=O)N1CCN(C(=O)C3CC3)CC1)C2 | 2.3
CC(C)Oc1ccc(CN2CCC2(C)C(=O)Nc2cccc3cccnc23)cc1 (stereo unspecified) | 1.1
Cc1ccc(C(NC(=O)C2CCN(CCOc3ccc(Cl)cc3)CC2)c2ccccn2)cc1 (stereo unspecified) | 2.3
CCC(c1nnnn1-c1c(C)cccc1C)N1CCN(C/C=C/c2ccccc2)CC1 (stereo unspecified) | 1.9
O=C1c2ccccc2C(c2nnnn2-c2ccc3c(c2)OCCO3)N1Cc1ccc2c(c1)OCO2 (stereo unspecified) | 1.7
CC(=O)c1cccc(-c2ccc3c(c2)C(C)(Cc2ccccc2F)C(=O)N3)c1 (stereo unspecified) | 1.3
CCCNC(=O)c1cc2c(c(-c3cccc(-c4cc5ccccc5o4)c3)n1)[C@@H](CCO)N(C(=O)NC(C)C)C2 | -2.8
CC(C)c1cccc(-c2csc(C(C)(O)c3cccc(F)c3)n2)c1 (stereo unspecified) | 3.4
Cc1ccccc1S(=O)(=O)NC(=O)C1(C)CCN1C(=O)CC(c1ccccc1)c1ccccc1 (stereo unspecified) | 2.3
O=C(NCc1ccc(Cl)nc1)c1ccc2nc([C@@H]3O[C@H](CO)[C@H](O)[C@H](O)[C@H]3O)[nH]c2c1 | 4.8
CCCCNC(=O)C(NC(=O)Cc1cc(OC)cc(OC)c1)C(=O)c1ccccc1 (stereo unspecified) | 4.6
COc1ccc(-c2cc(NC(C)=O)c3ncc(-c4ccc(F)cc4)n3c2)cc1OC | 3.1
CCCc1nc2ccc(C(=O)OC)cn2c1Cc1ccccc1C(F)(F)F | 1.9
COc1cc(NC(=O)N2CCc3nc(Nc4cc(Cl)cc(Cl)c4)ncc3C2)cc(OC)c1OC | 3.0
O=C(Nc1ccc2c(c1)OCO2)c1cc(C2CCCCN2C(=O)OCCF)on1 (stereo unspecified) | 4.6
Cc1cccc(CN2CCN(C3CN(Cc4cn(Cc5ccccc5C(F)(F)F)nn4)S(=O)(=O)C3)CC2)c1 (stereo unspecified) | 0.9
COc1ccc(CNC(=O)CC[C@H]2O[C@@H](n3cc(C)c(=O)[nH]c3=O)C[C@@H]2O)cc1 | 2.1
CN1CCN(C2CN(Cc3cn(Cc4ccccc4C(F)(F)F)nn3)S(=O)(=O)C2)CC1 (stereo unspecified) | 3.0
COC(=O)[C@H](Cc1ccccc1)N1CC(N2CCCC2)CS1(=O)=O (stereo partly specified) | 3.1
CC(C)(C)NC(=O)C(CCc1ccccc1)n1c(=O)c(-c2cc3ccccc3[nH]2)nc2ccccc21 (stereo unspecified) | 6.7

Fetched by structure from the list above, two records:
SMILES | phage Ecoli inh
CC(=O)c1cccc(-c2ccc3c(c2)C(C)(Cc2ccccc2F)C(=O)N3)c1 (stereo unspecified) | 1.3
COC(=O)[C@H](Cc1ccccc1)N1CC(N2CCCC2)CS1(=O)=O (stereo partly specified) | 3.1

More structures.
SMILES | phage Ecoli inh
COC(=O)[C@]12C[C@H](CC(=O)NCc3cccc(C(F)(F)F)c3)C(=O)N(Cc3ccccc3)C1=C[C@H](C1CCCC1)O[C@@H]2C | 2.6
Cc1ccc2nc(-c3ccccc3)c(Cc3cccc(F)c3)n2c1 | 0.7
CC1=C(O)c2ccccc2C(=O)C1=O | 0.8
CC(C)C[C@H]1CN(CCCC[C@@H]2CNC(=O)C(=O)N2CC2CCCCC2)C(=O)C(=O)N1Cc1ccccc1 | 1.2
CC(C)(C)c1ccc(S(=O)(=O)NCC2CCN(C(=O)C(=O)c3cccs3)CC2)cc1 | 1.8
CC(=O)O[C@H]1[C@@H](O)[C@H](O)[C@H](Oc2c(O)c(C)c3c4c2[C@@H](C)CC[C@@H]4[C@@H](C)C[C@@H]3C=C(C)C)O[C@H]1C | 0.2
Cc1nc2c(OCCOc3ccc(F)cc3)cccn2c1N(C)C(=O)CCC1CCCC1 | 0.6
COc1ccc(NC(=O)c2cc(-c3cc(Cl)ccc3OC)n[nH]2)c(C)c1 | 4.1
CCCCN(C=O)c1c(CC)nc2ccc(C(=O)N(CC)CCN(C)C)cn12 | 1.3
CCN(CC)c1ncnc2c1ncn2[C@H]1CN(Cc2ccc(-c3ccccc3)cc2)C[C@@H](CO)O1 | 0.0
COc1cccc(-c2cnc3c(NC=O)cc(-c4ccc(N5CCN(C)CC5)cc4)cn23)c1 | 1.4
CC(C)C[C@H]1CN(CCCC[C@@H]2CNC(=O)C(=O)N2Cc2ccccc2)C(=O)C(=O)N1CCc1ccccc1 | 0.4
Nc1ccn([C@@H]2O[C@H](C(=O)N[C@H](Cc3ccccc3)C(=O)N3CCN(C(=O)N4CCOCC4)CC3)[C@@H](O)[C@H]2O)c(=O)n1 | 0.2
O=C1Nc2ccccc2-n2nnnc2C1N1CCN(CCN2CCOCC2)CC1 (stereo unspecified) | 0.9
CC(=O)NC(c1ccc(F)c(F)c1)c1nc(-c2cccc(C(=O)O)c2)cs1 (stereo unspecified) | 4.0
C#CCNC(=O)C[C@@H]1C[C@@]2(C(=O)OCC)CCCC=C2N(CCC2=CCCCC2)C1=O | 2.5
CCCCn1nnnc1C(c1cc2ccccc2o1)N(CCN(C)C)Cc1ccccc1 (stereo unspecified) | 3.2
O=c1[nH][nH]c2c1[C@@H](c1ccc(F)cc1)O[C@H](C1CCCCC1)C2 | 4.2
CC(C)c1[nH]nc2c1C(c1cccc(C(F)(F)F)c1)NC2=O (stereo unspecified) | 2.2
CCCCCCCN(c1ccccc1)C1C[C@H]2CCCC(=O)N3CC[C@@H](C1)[C@@H]23 (stereo partly specified) | 0.0
COCc1cc(N2CCNC[C@@H]2C)ccc1N1CCN(Cc2ccccc2)[C@@H](C)C1 | 3.0
Cc1ccc(S(=O)(=O)C[C@@H]2OC[C@H](Cc3ccccc3)N2S(=O)(=O)c2ccc(C)cc2)cc1 | 1.6
CN1CCN(C2CN(Cc3cn(Cc4ccc(C(F)(F)F)cc4)nn3)S(=O)(=O)C2)CC1 (stereo unspecified) | 0.6
O=C(Nc1cc(C(F)(F)F)ccc1F)C1Cc2c(-c3ccccc3Oc3ccccc3)ccnc2O1 (stereo unspecified) | 1.2
CCCCN(C=O)c1c(CC)nc2ccc(C(=O)N3CCCCC3)cn12 | 0.4
COc1ccc(NC(=O)C2(C)Cc3c(-c4cccc(NC(C)=O)c4)ccnc3O2)cn1 (stereo unspecified) | 2.7
O=C(NN=Cc1ccccc1O)C(=O)Nc1ccc(F)cc1 | 2.0
CC(C)NC(=O)C1(C)CN(S(C)(=O)=O)CC(=O)N1Cc1ccc2c(c1)OCO2 (stereo unspecified) | 4.2
COC(=O)[C@]12C[C@H](CC(=O)NCCCN3CCCC3=O)C(=O)N(Cc3ccccc3)C1=C[C@H](C(C)C)O[C@@H]2C1CC1 | 3.3
c1cc(-c2ccc(N3CCOCC3)cc2)n2ccnc2c1 | 4.1
Cc1ccccc1S(=O)(=O)N1CCN(c2ccc3c(c2)C2CC3CCN2C(=O)OCc2ccccc2)CC1 (stereo unspecified) | 1.8
CC(C)(C)NC(=O)C1c2ccccc2OCC(=O)N1CC(F)(F)F (stereo unspecified) | -1.0
CC(=O)Nc1ccc(-c2ccnc3c2CC(C)(C(=O)Nc2cccc(OC(F)(F)F)c2)O3)cc1 (stereo unspecified) | 1.0
CC(=O)OC(C(=O)Nc1nncs1)c1ccccc1 (stereo unspecified) | 1.6
Cc1ccc(S(=O)(=O)N2c3ccccc3OC(C(=O)OC(C)(C)C)(C(=O)OC(C)(C)C)C2CC(=O)c2ccccc2)cc1 (stereo unspecified) | -0.7
CC1(C(=O)Nc2ccc3nc[nH]c3c2)CCN1C(=O)c1ccccc1CCc1ccccc1 (stereo unspecified) | 3.5
O=S(=O)(c1cccs1)N1CCCc2nc(-c3ccccc3)ccc21 | 4.4
O=C(C(=O)N1CCC(CNS(=O)(=O)c2cccc3ccccc23)CC1)c1cccs1 | 1.0
O=S1(=O)CC(N2CCCC2)CN1Cc1cn(Cc2cccc(Cl)c2)nn1 (stereo unspecified) | 1.5
CCCNC(=O)C1(C)CCCN(Cc2ccc3ccccc3c2)C1 (stereo unspecified) | 2.4
CSCCC(C(=O)Nc1c(C)cccc1C)n1c(COc2ccc(C)cc2)nc2ccccc21 (stereo unspecified) | 4.1
Cc1ccc(CN2CC(N3CCC(Cc4ccccc4)CC3)CS2(=O)=O)cc1 (stereo unspecified) | 2.6
CC(C)(C)NC(=O)C(c1cc2ccccc2o1)n1c(=O)c(-c2cc3ccccc3[nH]2)nc2ccccc21 (stereo unspecified) | 1.3
COC(=O)[C@]12C[C@H](CC(=O)N3CCN(C(=O)C4CC4)CC3)C(=O)N(Cc3ccccc3)C1=C[C@H](C1CCCC1)O[C@@H]2C | 1.5
Cc1ccccc1S(=O)(=O)NC(=O)C1(C)CCN1C(=O)Cc1cc(F)ccc1F (stereo unspecified) | 1.9
COc1cc(F)ccc1-c1csc(C(C)(O)c2ccccc2)n1 (stereo unspecified) | 0.5
Cn1ccc2c(-c3ccc(C(=O)O)cc3)cc3c(c21)C1CCC3C1 (stereo unspecified) | 3.0
CC(=O)Nc1cccc(-c2ccnc3c2CC(C)(C(=O)Nc2cccc(Oc4ccccc4)c2)O3)c1 (stereo unspecified) | 5.4
Cc1ccc(-c2nc3c4ccccc4ccn3c2Cc2cccc(Cl)c2)cc1 | 5.8
Clc1ccc(-c2cnc3cccnn23)cc1 | -1.2
O=S1(=O)CC(N2CCN(CC3CC3)CC2)CN1Cc1ccccc1 (stereo unspecified) | 3.7
CN1OC[C@@H]2CN(C(=O)c3cccnc3)[C@H](c3ccc(N4CCCCC4)cc3)C[C@@H]21 | 2.7
O=S1(=O)CC(N2CCN(CCO)CC2)CN1Cc1cn(Cc2ccc(C(F)(F)F)cc2)nn1 (stereo unspecified) | 1.6
CCNC(=O)C1(C)CCN(C(=O)c2ccccc2)C1 (stereo unspecified) | 4.6
O=C(O)c1nc(-c2ccccc2)c(C(=O)NC2CC2)[nH]1 | 3.7
O=C(CC[C@H]1O[C@@H](n2ccc(=O)[nH]c2=O)[C@H](O)[C@@H]1O)NCc1ccco1 | 3.6
CSCCC(c1nc2ccccc2[nH]1)n1c(C)nc2ccccc21 (stereo unspecified) | 1.8
CCCNC(=O)C1(C)CCCN(Cc2ccsc2)C1 (stereo unspecified) | 0.0
COC(=O)N1CCCCC1c1cc(C(=O)NCc2ccc(F)cc2)no1 (stereo unspecified) | 2.5
CCCCNC(=O)C[C@H]1C[C@@]2(C(=O)OC)C(=C[C@H](COCc3ccccc3)O[C@@H]2C)N(Cc2ccc3c(c2)OCO3)C1=O | 1.3

4 compounds out of the list, ordered by number of heavy atoms, rising.
SMILES | phage Ecoli inh
CCCNC(=O)C1(C)CCCN(Cc2ccsc2)C1 (stereo unspecified) | 0.0
O=C(O)c1nc(-c2ccccc2)c(C(=O)NC2CC2)[nH]1 | 3.7
Cc1ccccc1S(=O)(=O)NC(=O)C1(C)CCN1C(=O)Cc1cc(F)ccc1F (stereo unspecified) | 1.9
CC(C)(C)NC(=O)C(c1cc2ccccc2o1)n1c(=O)c(-c2cc3ccccc3[nH]2)nc2ccccc21 (stereo unspecified) | 1.3

In a second layout: results already given
| structure | phage Ecoli inh |
| --- | --- |
| Cc1ccccc1S(=O)(=O)NC(=O)C1(C)CCN1C(=O)Cc1cc(F)ccc1F (stereo unspecified) | 1.9 |
| COc1cc(F)ccc1-c1csc(C(C)(O)c2ccccc2)n1 (stereo unspecified) | 0.5 |

Sorted by the number under phage Ecoli inh (highest first): some entries from above.
SMILES | phage Ecoli inh
CSCCC(C(=O)Nc1c(C)cccc1C)n1c(COc2ccc(C)cc2)nc2ccccc21 (stereo unspecified) | 4.1
Cn1ccc2c(-c3ccc(C(=O)O)cc3)cc3c(c21)C1CCC3C1 (stereo unspecified) | 3.0
CN1OC[C@@H]2CN(C(=O)c3cccnc3)[C@H](c3ccc(N4CCCCC4)cc3)C[C@@H]21 | 2.7

Next entries:
SMILES | phage Ecoli inh
Cc1ccccc1C(=O)Nc1nnc([C@@H]2C[C@H](O)[C@@H](CO)O2)s1 | 3.3
CCc1nc2c(OCC(=O)C(C)(C)C)cccn2c1N(C)C(=O)c1ccco1 | 1.4
CCCCC1Cc2[nH]c(=S)[nH]c(=O)c2C(c2ccc3ccccc3c2)O1 (stereo unspecified) | 5.0
O=C(Cc1c[nH]c2ccccc12)Nc1ccc(Nc2cccnc2)c(-c2ccc(OC(F)(F)F)cc2)c1 | 2.5
COc1ccccc1CNc1nc2cc(-c3ccsc3)sc2c(=O)n1C | 2.9
OC(c1ccccc1)(c1ccccc1)C1CCN(CCCOc2ccc(-c3ccc(F)cc3F)cc2)CC1 | -1.3
CCCCNC(=O)C1(C)CCCCCN1Cc1cccc2c(OC)cc(C(=O)OCC)cc12 (stereo unspecified) | 3.0
CC(C)CCN1C(=O)CSCC1(C)C(=O)NC(C)C (stereo unspecified) | 3.8
COc1ccc(NC(=O)c2cc(-c3cc(F)ccc3OCC3CCCO3)n[nH]2)cc1OC (stereo unspecified) | 0.1
CCc1ccc([C@H]2[C@@H]3C(=O)C[C@@H]4C(=O)N(CC)C(=O)[C@@H]4[C@@H]3CN2S(=O)(=O)c2ccc(C)cc2)cc1 | -1.4
CC(=O)C1=CCC(c2ccccc2F)N(S(=O)(=O)c2ccc(C)cc2)C1 (stereo unspecified) | 4.5
COC(=O)c1ccc(Cn2c(C)c(C(=O)NCc3ccc(C#N)cc3)sc2=O)o1 | 2.3
O=C(NCc1ccccn1)[C@@H]1CCCN1C(=O)[C@@H]1CCCN1C(=O)c1cccc2ccccc12 | -0.3
N=C(N)n1ncc2c1CCCC2=O | 1.4
Cc1cccc(C)c1-n1nnnc1C(c1ccnc2ccccc12)N1CCN(C(=O)OC(C)(C)C)CC1 (stereo unspecified) | 2.5
CCc1nc2ccc(C(=O)Nc3ccc(OC)c(OC)c3)cn2c1N(C)C(=O)c1cccc(OC)c1 | 1.1
COc1ccc(CN2C[C@@H](CO)O[C@@H](n3cnc4c(N5CCN(C)CC5)ncnc43)C2)cc1 | -2.6
CC(=O)Nc1cncc(-c2cccc(C(=O)N(C)C)c2)n1 | 2.6
COc1ccc(C(C)=O)cc1CC1(C)C(=O)Nc2ccc(OC(F)(F)F)cc21 (stereo unspecified) | 1.6
